Bioassay records deposited in PubChem BioAssay by National Center for Advancing Translational Sciences (NCATS).
N370S GC – qHTS Assay for Inhibitors and Activators of N370S glucocerebrosidase as a Potential Chaperone Treatment of Gaucher Disease. N370S GC spleen homogenate, 4MU-glucoside fluorescence. actives 0.092% (n = 330,000). Potency, µM (titrated, usually from 59.4 µM), inactives show at the top dose activity change, negative = inhibition, hits mostly inhibitors. Lysosomal acid glucosylceramidase (Homo sapiens), P04062;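 further: 0% = full enzyme activity and -100% = no enzyme basal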
KAT2A inh – qHTS Assay for Inhibitors of GCN5L2 | Histone acetyltransferase KAT2A (Homo sapiens), Q92830 | GCN5L2 HAT assay, ThioGlo1 CoA-SH fluorescence | Potency, µM (titrated, usually from 58.9 µM), for the others: top-dose activity change, negative = inhibition, hits mostly inhibitors | actives 0.21% (n = 390,000)
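GCN5L2 (20 nM) in 50mM HEPES pH 7.5, 0.1mM EDTA, 0.01% Tween-20 preincubated 15 min with compounds at room temperature. Reaction started with H3(1-25) 75uM, acetyl-CoA 70uM, ThioGlo1 50uM; CoA-thiol fluorescence (Ex340/Em540) read at 0 and 20 min.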
FEN1 inh – qHTS Assay for the Inhibitors of Human Flap endonuclease 1 (FEN1); P39748; Recombinant FEN1 flap cleavage, fluorescence, 15 min; Potency, µM (series often up to 114 µM), without a hit: at the top dose activity change, negative = inhibition, actives largely listed as inhibitors; actives 0.35% (n = 390,000); further: nearly all actives have a fitted effect of over 65% in size
Target sequence (P39748 whole entry, looked up): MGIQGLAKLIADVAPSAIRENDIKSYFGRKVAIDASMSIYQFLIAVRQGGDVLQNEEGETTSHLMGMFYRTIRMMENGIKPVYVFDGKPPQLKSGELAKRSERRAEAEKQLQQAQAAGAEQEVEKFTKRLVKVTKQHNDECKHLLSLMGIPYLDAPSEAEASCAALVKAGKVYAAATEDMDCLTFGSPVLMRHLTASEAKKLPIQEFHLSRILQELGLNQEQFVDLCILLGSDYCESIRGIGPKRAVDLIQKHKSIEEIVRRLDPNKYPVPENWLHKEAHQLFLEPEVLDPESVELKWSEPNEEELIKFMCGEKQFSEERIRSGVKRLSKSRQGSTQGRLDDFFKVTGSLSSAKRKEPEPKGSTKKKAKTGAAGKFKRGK
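Recombinant FEN1 (10 nM) was preincubated with pin-transferred compounds for 15 min at room temperature, then flap DNA substrate (50 nM final) was added. Plates were read at 0 and 15 min, and normalized concentration–response data were fitted to a four-parameter Hill equation.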
* marks the source's active call; other numbers are inactive results; ? = inconclusive; . = not tested or not shown; [ ] = remark or other dose. The call rests on the fitted dose curve; in most records, active means well fitted curve in the direction sought with a large enough effect; inconclusive means small, poorly fitted or top-dose-only effect, or another doubt; inactive means no such curve, though single readings can be large; an effect the other way counts as inactive or inconclusive. Unless noted, on the % scale 0 is the no-effect control and ±100 the full control effect; potency means the concentration at half of the fitted maximal effect.

Structure,N370S GC,KAT2A inh,FEN1 inh
CC(Oc1ccc(Br)cc1)C(=O)NCC(c1ccco1)N1CCCCC1 (stereo unspecified),-8.4%,-4.5%,-3.9%
O=C(CNS(=O)(=O)c1ccccc1)N1CCN(Cc2ccccc2)CC1,-0.9%,0.5%,0.2%
CCCCC(=O)Nc1c(O)c2ccccc2[nH]c1=O,3.1%,-15.6%,-9.3%
Cc1ccc(S(=O)(=O)c2c(Nc3ccccc3)sc(C(=O)c3ccc4c(c3)OCO4)c2N)cc1,.,-6.6%,3.8%
Cc1ccccc1CNC(=O)c1cc(COc2ccc(F)cc2F)on1,9.1%,-21.4%,-0.9%
COC(=O)CC/C(O)=C1/C(=N)CC(C)(C)CC1=O,0.5%,1.0%,-2.7%
COc1ncc2nc(-c3cc(F)cc(F)c3)c(=O)n(C)c2n1,0.8%,-7.3%,.
COc1ccc(N2CCN(c3ncnc4nc[nH]c34)CC2)cc1,-3.1%,1.8%,-4.3%
CCOc1ccc(NC(=O)CSc2nnc(-c3ccco3)n2C)cc1,7.4%,-3.5%,-2.2%
Cc1cccc(C)c1OCc1cc(C(=O)NC2CCC(O)CC2)no1 (stereo unspecified),-0.5%,2.5%,-16.3%
CC(C)Cc1cc(C(=O)N2CCN(C(c3ccccc3)c3ccccc3)CC2)no1,19.1%,-11.4%,-26.6%
COc1ccc(-n2c(C)nc3cc(C(=O)NCc4ccco4)ccc32)cc1,5.1%,-0.1%,-13.4%
COc1ccc(C(=O)OCCN2CCCCC2)cc1,-12.6%,-2.4%,-5.7%
COC(=O)CCN(C(=O)c1cccc([N+](=O)[O-])c1)c1ccccn1,3.4%,-3.0%,14.9%
O=C1N[C@@H](c2ccccc2)COC(=O)[C@@H](Cc2ccc(F)cc2)CC/C=C/C[C@@H]1CC(=O)N(CCO)Cc1ccccc1,.,-11.1%,-5.9%
Cc1ccc(S(=O)(=O)n2ccc(=O)[nH]2)cc1,2.9%,10.5%,-2.5%
Cc1ccc(NC(=S)N/N=C2\CCCCC2C)cc1 (stereo unspecified),3.4%,-3.5%,-7.0%
CCN(C1CCCCC1)S(=O)(=O)c1cn(C)c(=O)n(C)c1=O,19.1%,-2.4%,-6.0%
COCCNC(=O)CN(C(=O)c1ccc(N2CCCC2)nc1)c1ccc(F)c(Cl)c1,-3.8%,-8.0%,-19.6%
Cc1c(C(=O)NNC(=S)Nc2cccc(Cl)c2)nnn1-c1ccccc1,1.6%,-2.0%,5.0%
Cc1ccc(CNc2nnnn2C)cc1,-4.3%,-15.4%,1.3%
COc1ccc(CN2CN(c3ccc(Cl)cc3)C(=O)N(n3cnnc3)C2)cc1,3.6%,-3.2%,-20.1%
Cc1cc(C(=O)NNC(=S)NC(C)c2ccccc2)c2ccccc2n1 (stereo unspecified),-4.6%,18.1%,-2.6%
CCc1cc2c(SCC(=O)C(C#N)=C3N(C)c4ccccc4N3C)ncnc2s1,0.2%,0.9%,-7.8%
O=C(O)C1CCN(S(=O)(=O)c2ccc(Cl)s2)CC1,.,-2.1%,-1.3%

A second format for some results above:
Cc1ccc(NC(=S)N/N=C2\CCCCC2C)cc1 (stereo unspecified)
  N370S GC: 3.4%	KAT2A inh: -3.5%	FEN1 inh: -7.0%

CCN(C1CCCCC1)S(=O)(=O)c1cn(C)c(=O)n(C)c1=O
  N370S GC: 19.1%	KAT2A inh: -2.4%	FEN1 inh: -6.0%

COCCNC(=O)CN(C(=O)c1ccc(N2CCCC2)nc1)c1ccc(F)c(Cl)c1
  N370S GC: -3.8%	KAT2A inh: -8.0%	FEN1 inh: -19.6%

Cc1c(C(=O)NNC(=S)Nc2cccc(Cl)c2)nnn1-c1ccccc1
  N370S GC: 1.6%	KAT2A inh: -2.0%	FEN1 inh: 5.0%

(list continues)
Structure,N370S GC,KAT2A inh,FEN1 inh
O=C(NNS(=O)(=O)c1ccccc1[N+](=O)[O-])c1cc2ccccc2cc1O,-13.7%,-3.5%,-4.7%
O=C(CCC(=O)OCC(=O)c1ccc(Br)cc1)NC1CCCCC1,2.3%,-5.9%,14.7%
Cc1cccc(CNc2cc(-c3cccc(NS(C)(=O)=O)c3)ncn2)c1,-8.8%,-6.6%,.
O=C(CN1CCC(NC(=O)Nc2ccccc2)CC1)Nc1cccc([N+](=O)[O-])c1,-8.4%,-4.3%,-0.3%
Cc1nc(-c2ccccc2)c(-c2ccccc2)[nH]1,?,2.5%,-13.2%
Nc1nc(NC(=O)c2cccc(S(=O)(=O)N3CCCCCC3)c2)nc(-c2ccccc2)n1,-3.8%,-4.6%,8.2%
COc1ccc(CNC(=O)C(=O)c2cn(CC(=O)N3CCOCC3)c3ccccc23)cc1,-6.7%,-12.5%,-5.2%
COC(=O)C(NC(C)=O)(Nc1ccc(Br)cn1)C(F)(F)F (stereo unspecified),-6.9%,-9.2%,-1.8%
COc1ccccc1NS(=O)(=O)c1cccc(C(=O)N2CCN(Cc3ccc4c(c3)OCO4)CC2)c1,-4.1%,4.1%,7.2%
CCOc1ccc2nc(N3CCC(C(=O)Nc4c(C)cccc4C)CC3)sc2c1,.,-0.9%,1.5%
CCc1c(C)sc2c1CCN(C(=O)Nc1cc(C)ccc1C)C2c1ccc(OC)cc1 (stereo unspecified),.,-9.8%,-8.0%
Cc1csc2ncnc(NNC(=O)c3ccc(Cl)cc3)c12,-25.4%,-5.8%,0.3%
Cc1ccc(N2C(=O)CSC23C(=O)N(CC(=O)NCCc2ccccc2)c2ccccc23)cc1C (stereo unspecified),.,-1.9%,-3.3%
COc1ccc(CCNC(=O)C(=O)N2CCCC2)cc1OC,12.3%,-5.8%,5.4%
COc1ccccc1OCCC(=O)N1CCN(c2ccccc2OC)CC1,-7.9%,25.1%,-3.0%
C/C(=N/NC(N)=S)c1ccc(Br)s1,-9.0%,0.3%,-11.8%
COc1ccc(C(=O)NC2c3ccccc3-c3ccccc32)cc1,24.5%,32.8%,-1.2%
Cc1nc2ccc(NC(=O)CS(=O)(=O)c3ccccc3)cc2s1,3.1%,-3.4%,-2.3%
Cc1cc(C)n2nc(-c3ccc(F)cc3)nc2n1,9.1%,-2.1%,-3.6%
O=C1CC(c2cccc([N+](=O)[O-])c2)c2c(ccc3ccccc23)N1 (stereo unspecified),-10.8%,0.3%,47.0%[activator]
N#Cc1ccccc1CN1C(=O)c2ccccc2Sc2ccc(C(=O)OCc3ccco3)cc21,.,-13.8%,1.5%
COC(=O)c1sccc1S(=O)(=O)N1CCN(c2ccccc2OC)CC1,.,-2.9%,-3.3%
CC(=O)Nc1ccc(NC(=O)C(C)Sc2n[nH]c(=O)n2Cc2ccccc2)cc1 (stereo unspecified),-6.0%,-0.5%,-12.8%
Cc1cccc(N2CC(C(=O)Nc3nnc(SCCN4CCOCC4)s3)CC2=O)c1 (stereo unspecified),-8.7%,-3.1%,-9.2%
CCN(CC(=O)NCc1ccc(Cl)cc1)C(=O)c1cccc(S(=O)(=O)Nc2ccc(OC)cc2)c1,-10.9%,-0.4%,-5.8%
N#CC1(NC(=O)CSc2nnc(Cc3ccccc3)o2)CCCCC1,.,1.6%,1.3%
CCOC(=O)/C(C#N)=C/Nc1ccccc1OC,-3.8%,-6.6%,11.5%
O=C(Nc1ccc(Nc2ccncc2)cc1)c1ccc(Nc2ccnc3ccc([N+](=O)[O-])cc23)cc1[N+](=O)[O-],-19.0%,2.9%,-23.5%
COc1ccc(-c2csc(NC(=O)C3=NN(c4ccccc4)C(=O)CC3)n2)cc1,28.1%,-6.8%,-11.6%
Cc1cc(NC(=O)COC(=O)C2CC(=O)N(c3ccc(Cl)cc3)C2)no1 (stereo unspecified),-24.6%,-4.9%,-18.3%
Cc1ccc(C)c(N(C(=O)c2csnn2)C(C(=O)NC2CCCCC2)c2ccccn2)c1 (stereo unspecified),-10.0%,0.9%,2.7%
O=C(Cn1c(CO)nc2ccccc21)NCCc1ccccc1,0.0%,1.5%,-9.6%
CCN1CNC(=S)N(C(C)c2ccccc2)C1 (stereo unspecified),-6.2%,-5.9%,4.4%
CCc1cccc(N(CC(=O)NC2CCCCC2)C(=O)c2csnn2)c1,-3.4%,-2.2%,-4.9%
C[C@H]1C(=O)N(S(=O)(=O)c2ccc([N+](=O)[O-])cc2)[C@H]1c1ccc(F)cc1,-5.8%,.,-4.5%
O=c1[nH]c(SCc2ccccc2)nc2c1cnn2-c1ccc(F)cc1,-10.6%,-17.6%,12.5%
COc1ccc(NC(=O)Cn2nnc(C(=O)Nc3ccccc3C)c2N)cc1,-17.4%,-2.4%,-1.7%
Cc1c(NC(=O)C(C)OC(=O)c2cccc(S(=O)(=O)N(C)C)c2)c(=O)n(-c2ccccc2)n1C (stereo unspecified),3.5%,-1.5%,12.1%
Cc1c(Cl)cccc1NC(=O)N1CCN(Cc2cc(=O)n3nc(-c4ccccc4F)sc3n2)CC1,.,-4.3%,19.8%
COC(=O)CS(=O)(=O)c1ccsc1C(=O)Nc1ccc(F)c(F)c1,-14.4%,0.0%,9.5%
COc1ccc(N=C2SC(CC(=O)Nc3ccccc3F)C(=O)N2Cc2ccco2)cc1 (stereo unspecified),-0.2%,-11.8%,3.9%
O=C1C2=C(SCCS2)C(=O)N1CCCO,-6.6%,-3.3%,5.5%
CCOC(=O)C1CCN(C(=O)c2cccc(S(=O)(=O)N(C)C3CCCCC3)c2)CC1,-19.2%,-1.5%,13.2%
CCCOc1c(OC)cccc1C1CC(=O)Nc2cc3c(cc21)OCO3 (stereo unspecified),?,-11.8%,-3.4%
O=C(Nc1ccccc1)c1nc[nH]c1C(=O)O,.,2.7%,13.8%
COc1ccc(-c2nc3c(c4nnc(SC(C)C(=O)Nc5ccc(C)cc5)n24)COC(C)(C)C3)cc1 (stereo unspecified),6.3%,18.0%,-1.2%
Cc1[nH]n(-c2ccccc2)c(=O)c1N=Nc1nccs1,-1.4%,-6.5%,-15.3%
CC1CCN(CCCNC(=O)c2cc3c(Cl)nc4ccccc4c3s2)CC1,-14.8%,-3.9%,?
COc1cccc(OC)c1OCCCCCCN1CCN(C)CC1,-5.9%,-8.5%,-8.2%
COc1ccc(NC(=O)CNS(=O)(=O)c2cccs2)cc1,2.7%,-1.9%,-12.3%

New compounds follow.
Structure,N370S GC,KAT2A inh,FEN1 inh
Cc1cccc(-n2ccnc2SCC(=O)Nc2cc(C)on2)c1,7.1%,-1.5%,-0.7%
COc1ccc(NC(=O)CN(C)CC(=O)NCC2CCCCC2)cc1,-7.3%,-4.9%,14.8%
Cc1cccn2c(Nc3ccccc3)c(-c3ccc(N4CCOCC4)cc3)nc12,.,-4.9%,3.3%
O=c1c(O[C@@H]2O[C@H](CO)[C@@H](O)[C@H](O)[C@H]2O)c(-c2ccc(O)c(O)c2)oc2cc(O)cc(O)c12,-15.0%,-19.9%,.
O=C(NCCO)c1ccc2c3n(nc2c1)-c1ccccc1CO3,14.2%,-15.1%,-1.7%
COc1ccc(NC(=O)COC(=O)CC23CC4CC(CC(C4)C2)C3)c([N+](=O)[O-])c1,8.8%,-8.1%,0.3%
Cc1ccc(C(=O)c2ccccc2C(=O)OCC(=O)N2CC(C)CC(C)C2)cc1 (stereo unspecified),.,-5.3%,-4.6%
CC1CN(C(=O)COc2ccc3ccccc3c2)CC(C)O1 (stereo unspecified),.,-4.4%,8.5%
O=C(CSc1n[nH]c(=O)[nH]c1=O)N/N=C/C=C/c1ccccc1,0.1%,-3.9%,1.7%
N#CC1=C(N)NC(SCC(=O)Nc2ccccc2)=C(C#N)C12CCCCC2,8.1%,-3.6%,1.0%
CCn1c(=O)c(C(=O)NCc2ccccn2)c(O)c2ccccc21,12.2%,-1.9%,-6.9%
COc1cccc(NC(=O)CSc2nc3c(sc4ccccc43)c(=O)n2CCCN2CCCC2)c1,?,-5.8%,?
Cc1nc(Cl)c(C(=O)NC(=O)NCc2ccccc2)c(C)c1Cl,1.8%,-2.7%,-1.4%
CC(=O)c1sc2nc(CSc3nncn3C)[nH]c(=O)c2c1C,25.8%,-14.6%,-6.3%
CCOc1ccc(CC(=O)Nc2c(C(N)=O)oc3ccccc23)cc1OCC,2.7%,-2.5%,1.6%
CN(c1ccccc1)S(=O)(=O)c1ccc(C(=O)N2CCCC2)cc1,.,-0.2%,-0.7%

The list is partial; the hit share may differ from the screen's.
